# Screening results from PubChem BioAssay.
# FBW7 act – activators of human E3 ligase FBW7; AlphaScreen FBW7–phospho-cyclin E peptide binding, activator screen; normalized activity (activation), % at 26.1 µM; actives 0.13% (n = 650,000); in the data active = normalized activity above about 1.9%;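 note: purified mutant Fbw7 with reduced substrate affinity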
# Target sequence (Q969H0 whole entry, looked up): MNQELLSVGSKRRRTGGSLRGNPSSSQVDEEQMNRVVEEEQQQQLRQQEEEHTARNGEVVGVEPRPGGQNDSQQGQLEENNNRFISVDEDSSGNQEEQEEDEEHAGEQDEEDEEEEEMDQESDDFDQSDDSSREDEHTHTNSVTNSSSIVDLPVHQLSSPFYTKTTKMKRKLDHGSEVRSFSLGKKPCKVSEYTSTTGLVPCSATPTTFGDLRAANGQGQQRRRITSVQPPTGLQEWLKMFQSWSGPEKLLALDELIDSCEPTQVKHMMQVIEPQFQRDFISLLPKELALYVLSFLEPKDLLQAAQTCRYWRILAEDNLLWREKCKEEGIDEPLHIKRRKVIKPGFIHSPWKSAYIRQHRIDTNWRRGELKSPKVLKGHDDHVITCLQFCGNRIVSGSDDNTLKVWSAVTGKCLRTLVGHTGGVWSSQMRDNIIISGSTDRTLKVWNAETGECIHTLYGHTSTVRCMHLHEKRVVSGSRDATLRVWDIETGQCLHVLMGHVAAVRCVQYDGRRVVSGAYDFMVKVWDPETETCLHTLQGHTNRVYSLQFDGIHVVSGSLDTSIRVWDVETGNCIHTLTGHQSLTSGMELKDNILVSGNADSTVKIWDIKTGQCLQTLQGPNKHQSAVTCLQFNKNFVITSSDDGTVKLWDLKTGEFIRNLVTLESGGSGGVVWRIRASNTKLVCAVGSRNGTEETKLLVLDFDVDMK
# MITF primary – human MITF inhibition, primary screen; O75030; AlphaScreen MITF homodimerization, bead proximity signal; inhibition, % at 2.6 µM; actives 0.91% (n = 650,000); AID 1259374; in the data active = inhibition above about 50%;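 note: 0% = vehicle wells with protein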
# GPR151 ag – activates the human receptor GPR151 | Q8TDV0 | PathHunter beta-arrestin GPR151 cells, luminescence | activation, % at 11.2 µM | actives 1% (n = 650,000) | AID 1508602; in the data active = activation above about 4.9%;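 note: 0% = median of compound wells and 100% = cells with positive control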
# TEAD-YAP block – TEAD-YAP interaction inhibition; actives 1.4% (n = 640,000); AID 1259422; inhibition, % at 9.12 µM; HEK-TIYL cells, TEAD-Gal4/YAP UAS-luciferase luminescence; in the data active = inhibition above about 32%;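 note: 0% = median of test compound wells and 100% = reference inhibitor wells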
# * hit, by the source's call.
# Values run as follows: FBW7 act, MITF primary, GPR151 ag, TEAD-YAP block
1: COC(=O)c1c(NC(=O)c2cccc(OC)c2)sc(C(=O)Nc2ccccc2)c1C
    0.1, 3, 0.5, -5
2: CCCOc1ccc2c(C)cc(=O)oc2c1I
    0.0, 5, 0.6, -20
3: Cc1ccc(NC(=S)NC2CCS(=O)(=O)C2)cc1 (stereo not given)
    0.5, 5, -1.2, -5
4: COc1ccccc1-c1cnc2ccc(NCc3ccco3)nn12
    -0.2, -12, -0.7, -12
5: COc1ccc(-n2ccnc2CN2CCN(Cc3ccc(F)cc3)C(CCO)C2)cc1 (stereo not given)
    -0.1, 11, -1.8, 6
6: COCCn1c(=NC(=O)CN2C(=O)CCC2=O)sc2cc(OC)ccc21
    -0.1, -4, 4.2, 0
7: O=C(CCc1nnc(Cc2c[nH]c3ccccc23)o1)NCC1OCCc2ccccc21 (stereo not given)
    -0.1, 11, 0.2, 4
8: COCc1ccc(CN2CCCC(C(=O)Nc3ccc(-c4cccc(OC)c4)cc3)C2)o1 (stereo not given)
    -0.1, 0, 0.5, 4
9: CCOC(=O)NC1C(NC(=O)OCC)N(C)C(=O)N1C (stereo not given)
    0.0, 12, -0.2, -7
10: Cc1nnc(SCc2ccccn2)n1CCN1CCOCC1
    -0.1, -1, 0.6, -1
11: CCc1ccc(/C=N/n2c(C)cc(C)c(C#N)c2=O)cc1
    -0.1, -8, 0.3, 0
12: COc1ccc(N(CC(=O)N2CCCCC2)S(C)(=O)=O)cc1
    0.4, 19, -0.7, -8
13: O=C(CC1C(=O)NCCN1Cc1c(F)cccc1Cl)NCCCN1CCCC1=O (stereo not given)
    0.1, -7, -1.7, -11
14: O=C(Nc1ccccc1Br)C(=O)N1CCCCC1
    0.2, 15, 0.9, -26
15: CCOC(=O)c1ccc(-n2sc3c(c2=S)-c2ccc(C)cc2NC3(C)C)cc1
    0.4, 12, -0.3, 2
16: COCCNC(=S)N1CCC(NC(=O)Nc2ccc(F)cc2)CC1
    0.1, 11, -1.6, -5
17: Brc1ccc2nc(N3CCOCC3)nc(-c3ccccc3)c2c1
    -0.1, -2, 0.3, 1
18: COc1ccc(OC)c(NC(=O)c2ccc(C)cc2Cl)c1
    -0.1, 2, -0.5, -19
19: CCN(CC)CC(=O)Nc1ccc(/C(C)=N/NC2=NCCN2)cc1
    0.0, -3, -0.8, 3
20: O=C(O)C1C2CCC(C2)C1C(=O)Nc1cc(F)ccc1F (stereo not given)
    0.1, 0, -0.7, 9

# Entries shown so far with a halogen, in the order listed:
# Values run as follows: FBW7 act, MITF primary, GPR151 ag, TEAD-YAP block
2: CCCOc1ccc2c(C)cc(=O)oc2c1I
    0.0, 5, 0.6, -20
5: COc1ccc(-n2ccnc2CN2CCN(Cc3ccc(F)cc3)C(CCO)C2)cc1 (stereo not given)
    -0.1, 11, -1.8, 6
13: O=C(CC1C(=O)NCCN1Cc1c(F)cccc1Cl)NCCCN1CCCC1=O (stereo not given)
    0.1, -7, -1.7, -11
14: O=C(Nc1ccccc1Br)C(=O)N1CCCCC1
    0.2, 15, 0.9, -26
16: COCCNC(=S)N1CCC(NC(=O)Nc2ccc(F)cc2)CC1
    0.1, 11, -1.6, -5
17: Brc1ccc2nc(N3CCOCC3)nc(-c3ccccc3)c2c1
    -0.1, -2, 0.3, 1
18: COc1ccc(OC)c(NC(=O)c2ccc(C)cc2Cl)c1
    -0.1, 2, -0.5, -19
20: O=C(O)C1C2CCC(C2)C1C(=O)Nc1cc(F)ccc1F (stereo not given)
    0.1, 0, -0.7, 9

# Next results
# Values run as follows: FBW7 act, MITF primary, GPR151 ag, TEAD-YAP block
21: COc1ccc(-n2c(=O)cc(N3CCOCC3)[nH]c2=O)cc1
    -0.1, -4, 0.3, 9
22: N#CC1=C(N)N(c2cccc(C(F)(F)F)c2)C2=C(C(=O)CCC2)C1c1cc(Br)cs1 (stereo not given)
    0.4, 17, 3.1, -1
23: CCc1ccc2nc(SCC(=O)Nc3nnc(C)s3)c(C)cc2c1
    -0.1, -5, 0.6, 0
24: Cc1nc2ncccc2c(=O)n1-c1cccc(NC(=O)c2ccccc2Br)c1
    0.0, 15, -1.0, 2
25: COc1cc([N+](=O)[O-])cc2cc(C(=O)NC3CCCCC3C)c(=O)oc12 (stereo not given)
    0.1, 1, -0.4, -9
26: Cc1ccc2nc(CCc3nc4ccc(C)cc4o3)oc2c1
    0.1, 2, 1.0, -16
27: N#Cc1cnc2c(C(N)=O)cnn2c1N
    -0.1, 0, -0.2, 4
28: Cc1ccc(N)cc1S(=O)(=O)Nc1ccc(SC(F)F)cc1
    -0.1, 11, 0.3, -6
29: CCOC(=O)CSc1nnc(CNC(=O)c2ccc(OC)cc2)n1CC
    0.0, 16, 0.3, 5
30: CCC(Sc1nc2c(cnn2-c2ccc(F)cc2)c(=O)[nH]1)C(=O)OC (stereo not given)
    -0.3, -3, -0.7, -2
31: Cc1cc(C)n2nc(SCC(=O)NCc3ccccc3)nc2n1
    -0.1, 2, -0.4, -19
32: Cc1cc(OCC(=O)Nc2ccc(S(=O)(=O)Nc3ncccn3)cc2)ccc1C(C)C
    0.1, 5, -0.9, -5
33: CCOc1ccc(N2C(=O)NC(Cc3c[nH]c4ccccc34)C2=O)cc1 (stereo not given)
    -0.1, -3, -1.2, -3
34: COc1cc(OC)nc(Oc2ccccc2C(=O)NC(C)(C)CO)n1
    0.1, 8, -0.6, 0
35: COc1ccc(-c2csc(N3N=C(c4cc(C)ccc4C)CC3c3cccc([N+](=O)[O-])c3)n2)cc1F (stereo not given)
    0.1, -4, 0.0, 6
36: COc1ccc(C(=O)NC(=S)Nc2ccccc2F)cc1[N+](=O)[O-]
    0.0, 13, -1.0, 5
37: CCN(CC)CCN(C(=O)c1snc(C(N)=O)c1N)C(C)C(=O)NCc1ccccc1 (stereo not given)
    0.1, -1, 0.5, -3
38: O=C1c2ccccc2C(=O)c2c(O)c([N+](=O)[O-])cc(O)c21
    -0.3, 8, 0.9, 3
39: CCOC(=O)C1=C(C)N=c2s/c(=C/c3cccc(Br)c3)c(=O)n2C1c1ccc(C)cc1 (stereo not given)
    -0.1, -4, 1.0, -2
40: O=C(CCCOc1ccc(Cl)cc1Cl)NCCCN1CCOCC1
    0.2, 16, 0.9, -6
41: O=C(Nc1ccc(Cl)c(C(F)(F)F)c1)C(=S)NCc1ccco1
    0.0, 7, 2.0, 6
42: COc1ccc(OC[C@@H](N)C(C)C)cc1
    -0.1, 13, -0.3, -8
43: O=C(Nc1ccccc1[N+](=O)[O-])c1cccc(S(=O)(=O)Nc2ccc(C(=O)N3CCOCC3)cc2)c1
    -0.1, 2, -1.7, -12
44: CC1CCCCC1NC(=O)c1cccc2c1SCCC2=O (stereo not given)
    0.0, -15, 2.4, 2
45: CCC(NC(=O)CCc1nnc(CCc2ccccc2)o1)c1ccc(F)cc1 (stereo not given)
    0.1, 14, -0.3, -25
46: CC(C)(C)c1ccc(-c2csc(NC(=O)c3cc(=O)c4ccccc4o3)n2)cc1
    1.0, 8, -1.7, -3
47: COc1ccc(C2(NC(=O)CC3NC(=O)c4cc(OC)ccc43)CCCCC2)cc1 (stereo not given)
    -0.2, -8, -1.1, 0
48: CC(C)(C)CN1CCNC(=O)C1CC(=O)N1CCc2c(Cl)cccc2C1 (stereo not given)
    -0.1, -2, 1.0, -5
49: CN(C)c1cc(Nc2ccc(SC#N)cc2)c([N+](=O)[O-])c2nonc12
    0.0, -2, -0.5, 1
50: CCC(=O)N1c2ccccc2-c2nnc(SC)nc2OC1c1ccc(-c2cccc(Cl)c2)o1 (stereo not given)
    0.1, 16, -0.6, 14
51: CC1=NN(c2ccccc2)C(=O)/C1=C\c1ccc(Cl)cc1Cl
    -0.2, 3, 1.4, 3
52: O=C1CCCN1CCCNc1nc(Nc2ccc(C(F)(F)F)cc2)nc2nc[nH]c12
    0.9, 5, 3.5, -8
53: Nc1nc(Nc2ccc(Oc3ccccc3)cc2)cc(Nc2cccnc2)n1
    0.5, 5, 2.1, -15
54: CC(=O)N[C@@H](CC(C)C)C(=O)NCC1Cc2cc(F)cc(-c3nc(C)cnc3C)c2O1 (stereo not given in full)
    0.1, 6, -0.2, 9
55: COc1cccc(C(=O)NC(=S)Nc2cccc(C(C)=O)c2)c1
    -0.3, 6, 0.0, -40
56: CCOC(=O)c1c(NC(=O)c2cc(F)c(F)cc2Cl)sc2c1CCC2
    -0.1, 2, 0.9, -7
57: Cc1ccc(/C=C(\C#N)C(=O)Nc2nc3ccccc3s2)o1
    -0.1, -13, -4.3, -7
58: COc1ccc(OC(C)C(=O)NCc2ccncc2)cc1 (stereo not given)
    0.0, -10, 0.1, 3
59: CCC(CC)c1nnc(NC(=O)c2cc3ccccc3o2)s1
    -0.1, -5, -0.9, -38
60: CCOC(=O)C1=C(c2ccccc2)N=c2s/c(=C\c3cccc(OC)c3OC)c(=O)n2C1c1cc(C(C)C)c(OC)cc1C (stereo not given)
    0.8, 5, -0.5, 2
61: CCN(CC)C(=O)C(C)N(C#N)c1nc(SC)nc(N(C)C)n1 (stereo not given)
    -0.1, 1, 0.4, 2
62: O=C(CSc1nc(-c2ccccc2)cc(-c2ccccc2)n1)Nc1nc2ccccc2s1
    0.7, 14, 0.6, -5
63: CN(CCCc1nc2ccccc2[nH]1)Cc1ccc(Cl)cc1S(C)(=O)=O
    0.1, 6, 1.2, -2
64: C=CCNC(=S)Nc1ccc(O)c(C(=O)O)c1
    0.2, 19, -0.1, -2
65: COc1ccc(N(C)C(=O)Nc2ccc3c(c2)nnn3C)cc1
    0.1, 18, -1.1, -3
66: Cc1ccc(CNS(=O)(=O)c2cccc3nonc23)cc1
    0.0, -8, -0.1, -2
67: CC(C)NC(=O)C1CCN(S(=O)(=O)N2CCOCC2)CC1
    0.0, 11, 0.9, -5
68: COc1ccc(C2=NN(C(=O)CSc3nnc(CNC(=O)c4ccco4)n3-c3ccc(F)cc3)C(c3ccc(F)cc3)C2)cc1 (stereo not given)
    0.0, -8, 1.7, -13
69: CCc1ccccc1NC(=O)N1CCC(CN2CCOCC2)CC1
    0.1, 4, 1.9, 2
70: Cc1nc(=O)c(-c2ccccc2)c(C)n1-c1cccc(C(=O)O)c1
    0.0, 7, -0.4, 0
71: O=c1[nH]c(N2CCCC2)nc2c1CCN(Cc1cccs1)C2
    0.0, -6, 0.5, 8
72: COC(CNC(=O)C(=O)NCC1OCCN1S(=O)(=O)c1cccs1)OC (stereo not given)
    0.6, 7, -1.9, -7
73: Nc1cccc(-c2nc(NC3CCN(Cc4ccccc4)CC3)c3ncn(C4CCCCC4)c3n2)c1
    -0.1, 5, 1.1, 17
74: O=C(CCC(=O)NC1CCCC1)NNc1nc2ccccc2c2nc(-c3ccccc3)nn12
    -0.1, 0, 0.2, 0
75: CC(=O)N1CCN(S(=O)(=O)c2ccc(S(=O)(=O)NCC(C)C)cc2)CC1
    1.2, 18, 0.4, 5
76: CCCn1c2ccccc2c2nnc(SCCC(=O)O)nc21
    0.4, 10, -0.1, 11
77: COC(=O)c1ccc2c(c1)C(=O)N(c1nccs1)C2=O
    0.1, 2, -1.1, 2
78: CCOc1cc(CNCCO)c(Cl)cc1OCc1ccccc1
    0.1, 12, -1.6, -8
79: COc1ccc(Cl)cc1NC(=O)c1cc2cccc(OC)c2oc1=O
    -0.1, 7, -1.3, -13
80: CCOCCOC(=O)C1=C(C)NC2=C(C(=O)CC(c3ccccc3)C2)C1c1cccc2ccccc12 (stereo not given)
    0.3, -7, 0.3, 3

# Next part.
# Values run as follows: FBW7 act, MITF primary, GPR151 ag, TEAD-YAP block
81: CC(C)c1ccc(NC(=O)c2ccc(F)c(S(=O)(=O)N3CCC(C(N)=O)CC3)c2)cc1
    0.0, 12, 1.6, 8
82: O=S(=O)(c1ccc(F)cc1)N1CCN(Cc2cccnc2)CC1
    0.7, -7, -1.5, 0
83: CC(NC(=O)c1nnc(-c2ccccc2)o1)c1ccccc1 (stereo not given)
    -0.1, 21, -0.8, -13
84: COc1ccc2c(c1)c(C(=O)CN1CCOCC1)c(C)n2C
    0.2, -13, -0.5, 2
85: Cc1cccc(NC(=O)CCS(=O)(=O)c2ccc3c(c2)n(C)c(=O)c(=O)n3C)n1
    0.4, 5, 0.4, 4
86: O=c1c(Nc2cccc(F)c2)c(-c2ccccc2)c1=O
    0.4, 4, 4.5, -5
87: COc1cccc(CC(NC(C)=O)C(=O)NC2CCN(c3nc(C)cc(C)c3C#N)CC2)c1 (stereo not given)
    -0.1, -13, -0.1, 14
88: C/C(=N\NC(=S)NCc1ccco1)c1cccc([N+](=O)[O-])c1
    -0.1, 3, 5.0*, 7
89: Cc1cc(=O)oc(C)c1C(=O)OCC(=O)c1ccc2ccccc2c1
    0.5, 30, 0.8, -3
90: CCNC(C)C12CC3CC(CC(C3)C1)C2 (stereo not given)
    0.0, -4, 1.6, 11
91: O=C(NC(=S)Nc1ccc(Cl)cc1Cl)c1ccco1
    0.2, 6, -0.8, -33
92: Cc1ccc(CNCc2cccn2-c2c(C(=O)O)cnn2-c2ccccc2)cc1
    0.3, 20, -0.1, 8

# Copied from above: compounds 89–92
# Values run as follows: FBW7 act, MITF primary, GPR151 ag, TEAD-YAP block
89: Cc1cc(=O)oc(C)c1C(=O)OCC(=O)c1ccc2ccccc2c1
    0.5, 30, 0.8, -3
90: CCNC(C)C12CC3CC(CC(C3)C1)C2 (stereo not given)
    0.0, -4, 1.6, 11
91: O=C(NC(=S)Nc1ccc(Cl)cc1Cl)c1ccco1
    0.2, 6, -0.8, -33
92: Cc1ccc(CNCc2cccn2-c2c(C(=O)O)cnn2-c2ccccc2)cc1
    0.3, 20, -0.1, 8
